ELG1 DNA repair: ELG1-dependent DNA repair inhibition; HEK293T ELG1-luciferase reporter, luminescence, 16 h; DNA damage induced by 5-fluorouridine; Potency, µM (top dose mostly 46.1 µM), for the others: at the top dose activity change, negative = inhibition, usual class: inhibitors; AID 504467; 330,000 compounds, 2.3% hits; also: potency is read from the fitted curve at half-maximal effect; % is scaled to controls: 0 for no effect and ±100 for the full control effect; nearly all actives have a fitted effect of over 55% in size
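Cells (2,000 per well) received 5-fluorouridine plus test compound or DMSO and were incubated 16 hr at 37 °C, 5% CO2. Luciferase activity was read by luminescence 30 min after ONE-Glo addition; signal suppression marked inhibition of damage-induced ELG1 function.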
TCR act: activators of T cell receptors; 330,000 tested, under 10 active; Potency, µM (series often up to 9.22 µM), for inactives: at the highest dose activation of IL-2 secretion, actives largely listed as activators; primary human leukocytes, anti-CD3, IL-2 HTRF, 48 h; also: % of control where 0% means no effect
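Primary human leukocytes incubated 48 hr with anti-CD3 beads plus compound, without co-stimulation. Secreted IL-2 measured by HTRF (europium cryptate/d2 anti-IL-2 pair, 320 nm excitation, 665 nm emission).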
Tb PFK inh: inhibitors of T. brucei phosphofructokinase | O15648 | T. brucei PFK, ADP-Glo luminescence | Potency, µM (titrated, usually from 57.5 µM), inactives show at the top dose activity, negative = inhibition, most hits filed as inhibitors | 330,000 compounds, 0.17% hits | AID 485367;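 also: potency is read from the fitted curve at half-maximal effect; 0% = uninhibited 1x PFK enzyme wells and -100% = no-enzyme wells; nearly all actives have a fitted effect of over 60% in size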
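Luminescent ADP detection (ADP-Glo, two-step: ATP depletion then ADP-to-ATP conversion for luciferase) reported PFK activity after 45 min room-temperature reaction of 1.25 nM enzyme with 0.5 mM F6P and 0.1 mM ATP at pH 8.0.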
Mito fusion yeast: mitochondrial division inhibition or fusion activation | AID 485298 | S. cerevisiae fusion-defective mutant growth rescue, CellTiterGlo 48 h | Potency, µM (titrated, usually from 46.1 µM), for inactives: at the top dose growth rescue (activation), usual class: activators | 320,000 compounds, 0.23% hits;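 also: potency is read from the fitted curve at half-maximal effect; % of control where 0% means no effect; nearly all actives have a fitted effect of over 45% in size; temperature-sensitive fusion mutants such as fzo1-1 at 37 °C on non-fermentable ethanol glycerol medium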
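Temperature-sensitive fusion-defective S. cerevisiae (e.g. fzo1-1, mgm1-5) were grown with compound in YPEG medium (3% ethanol, 3% glycerol) for 48 hours at 37C. Growth rescue was measured as viability by CellTiterGlo luminescence after 10 minutes at ambient.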
B2AR arrestin: beta2AR (human) beta-arrestin recruitment activity. P07550. beta-arrestin recruitment to beta2AR, cell-based reporter. Potency, µM (top dose mostly 46.1 µM), for inactives: top-dose activation, actives largely listed as activators. AID 492947. 330,000 compounds, 0.02% hits;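 also: potency is read from the fitted curve at half-maximal effect; 0% = DMSO controls and full agonism = EC100 isoproterenol or metaproterenol; nearly all actives have a fitted effect of over 65% in size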
USP2a block: inhibitors of human ubiquitin-specific protease USP2a; AID 463254; Potency, µM (highest dose often 38.3 µM), for the others: top-dose activity change, negative = inhibition, most hits filed as inhibitors; USP2 core, Ub-CHOP2 coupled fluorogenic reporter, 485/531; 330,000 compounds, 0.01% hits; O75604;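 also: potency is read from the fitted curve at half-maximal effect; plate controls were DMSO wells for no effect and full inhibition by NEM control for full effect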
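Deubiquitinase activity read as fluorescence (485/531 nm) after Ub-CHOP2 cleavage activates the enterokinase reporter on its substrate; USP2 core 10nM, Ub-CHOP2 and substrate 25nM each, 30min compound preincubation then 60min RT; data normalized to NEM, curves fitted.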
TSG101-PTAP inh: blocks PTAP/TSG101 interaction to inhibit HIV-1 budding | Q99816 | Fluorescence polarization, FITC-PTAP peptide / Tsg101 binding | Potency, µM (highest dose often 115 µM), for inactives: top-dose activity change, negative = inhibition, hits mostly inhibitors | 340,000 tested, under 10 active | AID 493005; active = well fitted inhibition curve with a large enough effect in the main read-out, with a control signal flat, not every such curve was filed as active; inconclusive = small, poorly fitted or top-dose-only effect, or effect the other way, or a change in a side signal; inactive = no such curve, though single readings can be large or run the other way; also: potency is read from the fitted curve at half-maximal effect; % of control where 0% means no effect
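Tsg101 binding domain (10 uM final) was mixed with compound and a FITC-labeled PTAP peptide (50 nM final) in HEPES pH 7.5 buffer with NaCl, Tween 20, EDTA and TCEP; fluorescence polarization was read after 20 min at r.t.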
Eya2 inh: blocks the phosphatase activity of human Eya2. O00167. AID 488837. recombinant Eya2, OMFP fluorescence dephosphorylation (OMFP is methylfluorescein phosphate). 330,000 compounds, 0.006% hits. Potency, µM (titrated, usually from 76.9 µM), for inactives: at the highest dose activity, negative = inhibition, hits mostly inhibitors; also: potency is read from the fitted curve at half-maximal effect; % is scaled to controls: 0 for no effect and ±100 for the full control effect
Target sequence (O00167 whole entry, looked up): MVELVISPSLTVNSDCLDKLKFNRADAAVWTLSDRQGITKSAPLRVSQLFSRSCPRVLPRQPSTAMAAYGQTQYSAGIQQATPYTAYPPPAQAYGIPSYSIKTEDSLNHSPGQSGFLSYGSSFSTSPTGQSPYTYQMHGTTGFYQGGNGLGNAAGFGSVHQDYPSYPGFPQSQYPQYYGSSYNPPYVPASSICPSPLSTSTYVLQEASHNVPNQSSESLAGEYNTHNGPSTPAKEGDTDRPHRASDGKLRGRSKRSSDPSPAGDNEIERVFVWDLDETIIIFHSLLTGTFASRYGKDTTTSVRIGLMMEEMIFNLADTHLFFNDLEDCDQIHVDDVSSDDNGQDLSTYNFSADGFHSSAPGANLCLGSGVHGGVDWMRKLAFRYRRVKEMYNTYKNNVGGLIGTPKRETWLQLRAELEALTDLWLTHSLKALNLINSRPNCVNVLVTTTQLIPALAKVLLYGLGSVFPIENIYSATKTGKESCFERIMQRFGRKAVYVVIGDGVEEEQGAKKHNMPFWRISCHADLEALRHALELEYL
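Eya2 protein (added as 0.2 uM solution) was preincubated with compound for 10 min at ambient temperature in 50 mM HEPES pH 7.5, 50 mM NaCl, 5 uM MgCl2, 0.05% BSA, 1 mM DTT. OMFP (added at 50 uM) then reacted 10 min; fluorescence read at 485/525 nm.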
uPA generation: inhibitors of cell surface uPA generation | cell surface uPA generation assay, qHTS | Potency, µM (doses to about 38.3 µM), inactives show at the highest dose activity change, negative = inhibition, actives largely listed as inhibitors | 330,000 compounds, 0.31% hits; active = well fitted inhibition curve with a large enough effect; inconclusive = small, poorly fitted or top-dose-only effect; inactive = no such curve, though single readings can be large or run the other way; tested in mouse RAW 264.7 cells; also: potency is read from the fitted curve at half-maximal effect; % is scaled to controls: 0 for no effect and ±100 for the full control effect; nearly all actives have a fitted effect of over 55% in size
TSHR antagonist: human thyrotropin receptor antagonism; P16473; TSHR-expressing cells, TSH-stimulated cAMP HTRF, 2 h; hits give low values; activity change, negative = inhibition, % at 11.5 µM; 330,000 compounds, 0.2% hits; AID 504810;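 active = activity change below a set negative limit, meaning inhibition stronger than a set level, cut at about -70% in these data; inconclusive = activity change between two set negative limits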; also: % is scaled to controls: 0 for no effect and ±100 for the full control effect
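TSHR-expressing cells, 200/well, pre-treated with compound, then stimulated with EC80 TSH (4nM final) for 2 hours at 37 deg C. cAMP measured by competitive HTRF: anti-cAMP cryptate antibody in lysis buffer plus cAMP-d2, read after 30 minutes at room temperature.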
Chronic BCR inh: chronic active BCR signaling inhibition; ABC-DLBCL IkBa-CBG/CBR reporter, luminescence ratio, 4 h; Potency, µM (doses to about 46.1 µM), for inactives: at the highest dose ratio change, negative = lower green/red ratio, hits mostly inhibitors; 340,000 compounds, 0.05% hits; AID 493014; active = well fitted inhibition curve with a large enough effect in the signal ratio, with a control signal flat, not every such curve was filed as active; inconclusive = small, poorly fitted or top-dose-only effect, or effect the other way, or a change in a side signal; the % refers to the signal ratio;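 also: potency is read from the fitted curve at half-maximal effect; plate controls were basal doxycycline-induced cells for no effect and cells given 10 µM MG132 for full effect; MG132 reads +100%, hits lower the ratio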
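Compounds up to 46 uM were incubated four hours with TMD8 cells whose green CBG68 luciferase is fused to IkappaBalpha; red CBR luminescence normalised the signal, and concentration-effect curves were fitted to fusion, red and ratio data.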
Starred values were filed as active, the others as inactive; ? = inconclusive; . = not tested or not shown; [ ] = remark or other dose. Unless noted, calls follow the shape of the dose curve; as a rule, active = well fitted curve in the direction sought with a large enough effect; inconclusive = small, poorly fitted or top-dose-only effect, or another doubt; inactive = no such curve, though single readings can be large; an effect the other way counts as inactive or inconclusive.

entry	smiles	ELG1 DNA repair	TCR act	Tb PFK inh	Mito fusion yeast	B2AR arrestin	USP2a block	TSG101-PTAP inh	Eya2 inh	uPA generation	TSHR antagonist	Chronic BCR inh
1	O=C(Nc1c2c(nn1-c1ccc([N+](=O)[O-])cc1)CS(=O)(=O)C2)c1ccccc1F	11%	0%	3%	-13%	-0.1%	3%	-5%	0%	-4%	-8	-2%
2	CC(C(=O)NCc1cccs1)N1C(=O)c2ccccc2C1=O (configuration not stated)	1%	2%	1%	1%	-0.1%	3%	0%	-25%	2%	-3	4%
3	CNC(=S)N/N=C/c1ccc(OCC(=O)Nc2c(C)cc(C)cc2C)c(OC)c1	3%	8%[46.1 µM]	-5%	-6%	1.8%	0%	1%	-3%	-6%	4	?
4	O=C(C/C=N\OCc1ccc([N+](=O)[O-])cc1)Nc1ccc(F)cc1F	4%	0%	-15%	3%	-0.3%	0%	-4%	8%	6%	-7	-1%
5	COc1ccc(CCNC(=O)CSc2nc(O)c(CC(C)C)c(=O)[nH]2)cc1OC	12%	0%	-1%	-1%	-0.2%	-8%	-1%	7%	-6%	18	3%
6	COc1ccc(/C=N/NC(N)=S)cc1OC(=O)c1cccc2ccccc12	?	8%	0%	0%	-0.5%	-1%	-5%	4%	-12%	-20	10%
7	COc1ccc2c(c1)C(c1ccccc1)=NNC(c1ccco1)=N2	?	0%	-1%	7%	0.3%	-11%	-7%	1%	11%	-9	5%
8	COC(=O)c1ccccc1S(=O)(=O)N(CCCN1CCOCC1)Cc1cccs1	1%	4%	-1%	3%	0.2%	2%	0%	-4%	10%	-3	-10%
9	Cc1ccc(NC(=O)C2CCCN(S(=O)(=O)c3cccs3)C2)cc1 (configuration not stated)	-10%	8%	5%	1%	-0.5%	5%	-3%	1%	8%	10	?
10	CC(C)c1ccc(CN2C(=O)NC3(CCCCCC3)C2=O)cc1	3%	4%	3%	0%	-0.4%	-3%	-7%	-14%	.	-9	24%
11	COc1ccccc1-c1noc(CCC(=O)Nc2ccccc2Cl)n1	-13%	4%	-16%	8%	0.5%	1%	-7%	5%	8%	28	?
12	Cc1noc(C)c1C(=O)OC(C)C(=O)Nc1ccc(S(=O)(=O)NC(C)C)cc1 (configuration not stated)	2%	-11%[46.1 µM]	2%	-7%	0.2%	3%	-2%	1%	-1%	1	-2%
13	CCN(Cc1ccccc1)C(=O)C1CCC(CNc2c(N3CCOCC3)c(=O)c2=O)CC1 (configuration not stated)	21%	-4%	-6%	0%	-0.2%	-5%	-2%	-40%	9%	12	-13%
14	CCOC(=O)c1c(-c2ccc(OC)cc2)csc1/N=C/C1C(=O)CCCC1=O	-2%	4%	?	4%	0.3%	-1%	2%	11%	-5%	7	9%
15	O=C(CN1C(=O)/C(=C2\SC(=S)N(CCS(=O)(=O)O)C2=O)c2ccccc21)Nc1cccc(Br)c1	-14%	6%	27µM*	4%	-0.3%	?	-8%	-5%	-3%	0	17%
16	CCOC(=O)c1cc(NC(=O)C2C3C=CC(O3)C2C(=O)O)cc(C(=O)OCC)c1 (configuration not stated)	6%	-6%	?	0%	0.0%	5%	-3%	-3%	2%	7	-3%
17	COc1cccc(NC(=O)CNC(=O)c2ccc([N+](=O)[O-])cc2)c1	0%	-3%	1%	-6%	-0.8%	-10%	1%	-25%	2%	-2	?
18	OCCN(Cc1ccccc1)C(=S)Nc1ccc(F)cc1	?	-4%	-3%	4%	-0.5%	1%	0%	0%	25%	8	5%
19	CNc1c(NS(=O)(=O)c2ccc(C3CCCCC3)cc2)c(=O)oc2ccccc12	?	9%	-5%	-3%	0.4%	-1%	1%	-6%	5%	3	9%
20	COc1ccc(-c2nnc(SCC(=O)N/N=C/c3ccccc3C(=O)O)n2-c2ccccc2)cc1	9%	-2%	-1%	-5%	0.2%	-3%	-1%	5%	-3%	31	1%

Record cards, as listed above. Order of values: ELG1 DNA repair	TCR act	Tb PFK inh	Mito fusion yeast	B2AR arrestin	USP2a block	TSG101-PTAP inh	Eya2 inh	uPA generation	TSHR antagonist	Chronic BCR inh
CCOC(=O)c1cc(NC(=O)C2C3C=CC(O3)C2C(=O)O)cc(C(=O)OCC)c1 (configuration not stated) is listed with 6%	-6%	?	0%	0.0%	5%	-3%	-3%	2%	7	-3%
COc1ccc(-c2nnc(SCC(=O)N/N=C/c3ccccc3C(=O)O)n2-c2ccccc2)cc1 is listed with 9%	-2%	-1%	-5%	0.2%	-3%	-1%	5%	-3%	31	1%
COc1cccc(NC(=O)CNC(=O)c2ccc([N+](=O)[O-])cc2)c1 is listed with 0%	-3%	1%	-6%	-0.8%	-10%	1%	-25%	2%	-2	?
CNc1c(NS(=O)(=O)c2ccc(C3CCCCC3)cc2)c(=O)oc2ccccc12 is listed with ?	9%	-5%	-3%	0.4%	-1%	1%	-6%	5%	3	9%

Screens: PubChem, National Center for Advancing Translational Sciences (NCATS)
